# Bioassay records as filed in PubChem BioAssay.
# USP1 inh: USP1/UAF1 (human) deubiquitinase inhibition; O94782; recombinant USP1/UAF1, Ub-Rhodamine cleavage fluorescence; Potency, µM (top dose mostly 57.1 µM), for the others: at the top dose activity change, negative = inhibition, most hits filed as inhibitors; 390,000 compounds, 0.23% hits; further: on the % scale 0 is the no-effect control and ±100 the full control effect; nearly all actives have a fitted effect of over 60% in size; inactives centre near -12
# Target sequence (O94782 whole entry, looked up): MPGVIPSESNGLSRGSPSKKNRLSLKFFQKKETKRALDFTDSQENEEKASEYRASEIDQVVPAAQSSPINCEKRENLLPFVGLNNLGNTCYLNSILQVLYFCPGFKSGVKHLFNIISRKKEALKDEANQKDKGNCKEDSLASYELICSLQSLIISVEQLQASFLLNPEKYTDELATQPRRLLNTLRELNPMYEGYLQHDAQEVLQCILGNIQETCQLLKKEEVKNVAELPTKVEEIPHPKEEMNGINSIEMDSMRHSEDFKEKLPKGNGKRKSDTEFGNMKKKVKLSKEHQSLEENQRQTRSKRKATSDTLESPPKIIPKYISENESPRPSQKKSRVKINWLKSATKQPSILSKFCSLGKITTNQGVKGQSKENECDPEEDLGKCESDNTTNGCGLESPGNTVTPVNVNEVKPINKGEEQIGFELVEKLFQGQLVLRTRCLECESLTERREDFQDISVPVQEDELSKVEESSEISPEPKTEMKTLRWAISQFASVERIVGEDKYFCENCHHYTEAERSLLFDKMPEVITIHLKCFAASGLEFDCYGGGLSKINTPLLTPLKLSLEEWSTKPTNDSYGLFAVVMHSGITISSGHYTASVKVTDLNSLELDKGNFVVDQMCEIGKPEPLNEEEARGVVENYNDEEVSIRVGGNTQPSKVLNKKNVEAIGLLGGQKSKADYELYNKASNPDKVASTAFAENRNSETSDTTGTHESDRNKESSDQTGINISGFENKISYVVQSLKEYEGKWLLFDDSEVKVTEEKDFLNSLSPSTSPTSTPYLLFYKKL
#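 High-throughput fluorogenic screen: 1nM USP1/UAF1 complex, Ub-Rho substrate 150nM final, 50mM HEPES pH 7.8 with 0.5mM EDTA, 0.1 mg/ml BSA, 1mM TCEP and 0.01% Tween-20.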
# Vif-A3G inh: inhibitors of Vif-APOBEC3G interaction; Q9HC16; HeLa A3G-eYFP + Vif (tagged APOBEC3G with the HIV-1 protein that degrades it), YFP fluorescence, overnight; 410,000 compounds, 0.076% hits; AID 602310; Potency, µM (highest dose often 46.1 µM), for the others: at the highest dose activity, negative = active, hits mostly inhibitors;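 further: on the % scale 0 is the no-effect control and ±100 the full control effect; nearly all actives have a fitted effect of over 60% in size; hits raise eYFP signal because A3G escapes Vif-driven loss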
#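 Read-out is eYFP fluorescence (Ex 488/Em 500-530) from Vif-expressing HeLa A3G-eYFP cells; more signal means A3G escaped Vif-mediated degradation. Cells plated overnight, compound pinned in, incubated overnight at 37 deg C.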
# TrxR1 inh: rat TrxR1 inhibition; recombinant rTrxR1, NADPH fluorescence consumption, selenite substrate; Potency, µM (top dose mostly 114 µM), inactives show at the highest dose activity change, negative = inhibition, actives largely listed as inhibitors; 390,000 compounds, 1% hits; AID 588453; further: on the % scale 0 is the no-effect control and ±100 the full control effect; nearly all actives have a fitted effect of over 65% in size
#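 Rat TrxR1 (90 nM in the dispensed reagent) was pre-reduced with 400 uM NADPH for 5 min at room temperature, then incubated with compound for 15 min. After 400 uM selenite was added, NADPH fluorescence (Ex 340/Em 450 nm) was followed for 8 min.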
# IDH1 R132H inh: inhibitors of human mutant IDH1 R132H. IDH1-R132H enzyme, NADPH consumption, diaphorase/resazurin fluorescence. 390,000 compounds, 0.093% hits. O75874. AID 602179. Potency, µM (highest dose often 76.6 µM), for the others: at the top dose activity change, negative = inhibition, hits mostly inhibitors; further: on the % scale 0 is the no-effect control and ±100 the full control effect; nearly all actives have a fitted effect of over 65% in size
#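 IDH1-R132H (0.5 ug/mL dispensed) in pH 7.5 Tris buffer was preincubated 30 min with compound, then given a substrate mix of 0.016 mM NADPH and 2 mM alpha-KG for 80 min at room temperature; remaining NADPH was read by diaphorase/resazurin fluorescence.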
# TrxR1 substrate: substrates of rat thioredoxin reductase 1 | AID 588456 | purified TrxR1 substrate turnover, NADPH consumption readout | O89049 | 390,000 compounds, 0.01% hits | Potency, µM (series often up to 114 µM), without a hit: at the top dose activity change, negative = substrate turnover; further: on the % scale 0 is the no-effect control and ±100 the full control effect; nearly all actives have a fitted effect of over 50% in size
#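 Rat TrxR1, dispensed at 90 nM, was prereduced with 400 uM NADPH (final) for 5 min at ~22 deg C, then incubated with compound 15 min before 400 uM selenite. A first-read NADPH fluorescence drop versus no-compound background flagged substrates.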
# Vif-A3F inh: blocks the Vif interaction with APOBEC3F; HeLa A3F-eYFP + Vif (tagged APOBEC3F with the HIV-1 protein that degrades it), YFP fluorescence increase; 390,000 compounds, 0.2% hits; Potency, µM (doses to about 46.1 µM), for inactives: at the top dose activity, negative = active; further: % of control where 0% means no effect; nearly all actives have a fitted effect of over 65% in size
#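 Fluorescence increase (Ex 488/Em 500-530) after overnight compound treatment at 37 deg C flags inhibition of Vif-driven A3F-eYFP loss in stable HeLa A3F-eYFP/Vif cells seeded overnight beforehand.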
# RGS4 inhibitor: blocks human RGS4-accelerated GTP hydrolysis; 390,000 compounds, 0.039% hits; AID 504845; Potency, µM (series often up to 114 µM), for the others: at the highest dose activity change, negative = inhibition, usual class: inhibitors; Transcreener GDP fluorescence polarization, RGS4-accelerated GTP hydrolysis; P49798; further: on the % scale 0 is the no-effect control and ±100 the full control effect; nearly all actives have a fitted effect of over 75% in size; some results filed as inactive show a strong effect at the top dose
# Target sequence (P49798 whole entry, looked up): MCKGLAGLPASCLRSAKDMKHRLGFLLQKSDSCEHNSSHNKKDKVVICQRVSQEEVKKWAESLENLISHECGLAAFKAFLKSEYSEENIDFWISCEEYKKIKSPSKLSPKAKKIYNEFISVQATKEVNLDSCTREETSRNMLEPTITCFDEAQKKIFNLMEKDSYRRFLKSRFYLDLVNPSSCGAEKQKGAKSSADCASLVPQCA
#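 MLSMR compounds (23 nl, pin-transferred) preincubated 10 min at room temperature with a 500nM (2x) first reagent, then RGS4 at 900nM (2x) plus Transcreener GDP mix added; fluorescence polarization (620/688 nm) read before and after 90 min at 30 °C.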
# ALOX12 inh: blocks human arachidonate 12S-lipoxygenase. P18054. purified 12hLO, xylenol orange hydroperoxide absorbance. Potency, µM (titrated, usually from 108 µM), for inactives: at the top dose activity change, negative = inhibition, most hits filed as inhibitors. 580,000 compounds, 1.1% hits. AID 1671190; further: on the % scale 0 is the no-effect control and ±100 the full control effect
#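 Purified human 12hLO at 150 nM in 25 mM Hepes, 0.01% Triton X-100, pH 7.0, preincubated 15 min at room temperature with compound. Reaction started with 40 uM arachidonic acid, 30 min at room temperature. Hydroperoxide measured by Fe-xylenol orange, 573/405 nm absorbance ratio.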
# RXFP1 agonist: activates the human relaxin receptor RXFP1. Potency, µM (titrated, usually from 57.5 µM), without a hit: at the highest dose activation, actives largely listed as activators. 370,000 compounds, 0.3% hits. HEK293T-RXFP1 cAMP TR-FRET, 30 min; response scale: percent of porcine relaxin response, buffer zero. Q9HBX9; further: on the % scale 0 is the no-effect control and ±100 the full control effect; nearly all actives have a fitted effect of over 60% in size; many of its hits are not listed in these tables
#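 HEK293T cells stably expressing RXFP1 were pretreated with the PDE4 inhibitor Ro 20174, exposed to compounds for 30 min at 37C, lysed, and cAMP was read by TR-FRET. Data normalized to buffer (basal) and 29 nM porcine relaxin (100%).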
# The depositor's hits bear a star; ? = inconclusive; nt = no result given; [ ] = dose if it differs, or a comment. The call rests on the fitted dose curve; in most records, active means well fitted curve in the direction sought with a large enough effect; inconclusive means small, poorly fitted or top-dose-only effect, or another doubt; inactive means no such curve, though single readings can be large; an effect the other way counts as inactive or inconclusive. Potency means the concentration at half of the fitted maximal effect. Only part of the results is shown (hit frequency here may not be typical).
# Sample of the layout (5 entries):
no. | SMILES | USP1 inh | Vif-A3G inh | TrxR1 inh | IDH1 R132H inh | TrxR1 substrate
1 | COC(=O)N/N=C/c1cc(Cl)cc(Cl)c1OCc1ccccc1 | 1% | 0% | 7% | 2% | -5%
2 | O=C1CC(c2cccs2)CC2=C1C(c1ccccc1)n1ncnc1N2 (configuration not stated) | -12% | -9% | 9%[57.1 µM] | 1% | 11%[57.1 µM]
3 | COc1ccc(C(O)P(=O)(OC(C)C)OC(C)C)cc1OC (configuration not stated) | -5% | 7% | 10% | -2% | 7%
4 | CCCCn1c(SCc2ccc(C(=O)OC)o2)nc2cc(S(N)(=O)=O)ccc21 | 50%[activator] | -1% | ? | 14% | 1%
5 | O=C(Nc1ccc2c(c1)OCCO2)c1c(F)cccc1F | -15% | -5% | 15% | 2% | 9%

no. | Vif-A3F inh | RGS4 inhibitor | ALOX12 inh | RXFP1 agonist
1 | -9% | 0% | 0% | -1.8%
2 | -5% | 12% | 1% | 0.5%
3 | 0% | 18% | -11% | 0.1%
4 | -7% | 18% | -29% | -0.2%
5 | 1% | 16% | -12% | -1.2%

# Results, from the start:
no. | SMILES | USP1 inh | Vif-A3G inh | TrxR1 inh | IDH1 R132H inh | TrxR1 substrate
1 | COC(=O)N/N=C/c1cc(Cl)cc(Cl)c1OCc1ccccc1 | 1% | 0% | 7% | 2% | -5%
2 | O=C1CC(c2cccs2)CC2=C1C(c1ccccc1)n1ncnc1N2 (configuration not stated) | -12% | -9% | 9%[57.1 µM] | 1% | 11%[57.1 µM]
3 | COc1ccc(C(O)P(=O)(OC(C)C)OC(C)C)cc1OC (configuration not stated) | -5% | 7% | 10% | -2% | 7%
4 | CCCCn1c(SCc2ccc(C(=O)OC)o2)nc2cc(S(N)(=O)=O)ccc21 | 50%[activator] | -1% | ? | 14% | 1%
5 | O=C(Nc1ccc2c(c1)OCCO2)c1c(F)cccc1F | -15% | -5% | 15% | 2% | 9%
6 | CCCSc1nnc(NC(=O)c2sc3nc(-c4cccs4)ccc3c2N)s1 | ? | ? | -14% | 8% | 7%
7 | CC(C)Cc1nn2c(=O)cc(O)nc2s1 | ? | 6% | 6%[57.1 µM] | -2% | 9%[57.1 µM]
8 | Oc1ccccc1N=Cc1ccc[nH]1 | -12% | 0% | 4%[11.4 µM] | 2% | -23%[11.4 µM]
9 | CC1CCN(S(=O)(=O)c2ccc3c(c2)oc(=O)n3CC(=O)NCc2ccc3c(c2)OCO3)CC1 | -6% | 0% | 21% | 16% | -6%
10 | COC(=O)c1ccc(C(=S)NCC2(N(C)C)CCCCC2)cc1 | -12% | 0% | 12% | 6% | 0%

no. | Vif-A3F inh | RGS4 inhibitor | ALOX12 inh | RXFP1 agonist
1 | -9% | 0% | 0% | -1.8%
2 | -5% | 12% | 1% | 0.5%
3 | 0% | 18% | -11% | 0.1%
4 | -7% | 18% | -29% | -0.2%
5 | 1% | 16% | -12% | -1.2%
6 | ? | -37% | ? | 17%
7 | 0% | -1% | -7% | 5.2%
8 | -2% | ? | ? | -1.6%
9 | 2% | -1% | 21%[57.4 µM] | 2.0%
10 | 1% | 2% | ? | -2.6%

# Next part:
no. | SMILES | USP1 inh | Vif-A3G inh | TrxR1 inh | IDH1 R132H inh | TrxR1 substrate
11 | O=C(NCc1ccccc1Cl)C1CCN(C(=O)c2ccc(F)cc2)CC1 | -16% | -1% | nt | -5% | nt
12 | COc1ccc([C@H]2/C=C\CN(C(=O)c3ccccc3)[C@@H](C)C(=O)N2Cc2ccc(F)cc2)cc1 | -20% | 0% | 33%[57.1 µM] | -8% | 7%[57.1 µM]
13 | CCOC(=O)C1CCN(C(=O)Nc2ccc(Cl)cc2)CC1 | -10% | 1% | 16% | 5% | -2%
14 | COc1ccc(NC(=O)c2cc(N3C(=O)C4C5CCC(C5)C4C3=O)ccc2Cl)c(OC)c1 (configuration not stated) | -21% | 4% | 19% | 0% | 2%
15 | COc1ccc(NC(=O)CSCC(=O)OCc2cccc(OC)c2OC)cc1 | -20% | 0% | 5% | 0% | -3%
16 | Cn1c(=O)n(CC(=O)NCc2cccnc2)c2ccccc21 | -7% | 1% | -7%[57.1 µM] | 8% | 3%[57.1 µM]
17 | CCOC(=O)c1cnc2sccn2c1=O | -8% | -2% | 23% | 2% | 73%[activator]
18 | O=C(O)CNc1nc(Cl)ccc1[N+](=O)[O-] | -19% | -2% | -10% | -1% | -6%
19 | COc1ccccc1C1C(C(N)=O)=C(C)Nc2nc(CCCO)nn21 (configuration not stated) | -14% | -5% | 12% | 4% | 0%
20 | CC(/C=N\Nc1nnc2c(n1)[nH]c1c(C)cccc12)=C\c1ccco1 | -10% | -5% | 1%[2.29 µM] | -7% | 3%[2.29 µM]

no. | Vif-A3F inh | RGS4 inhibitor | ALOX12 inh | RXFP1 agonist
11 | -9% | nt | 14% | nt
12 | 6% | -5% | 9% | nt
13 | 1% | 19% | -12% | -3.6%
14 | 3% | -15%[11.4 µM] | 2% | -2.0%
15 | ? | -23% | 0% | -0.8%
16 | -11% | 16% | -3% | 0.4%
17 | -6% | 0% | 20% | 3.2%
18 | 2% | -2% | -44% | 1.2%
19 | -3% | 5% | 0% | -0.1%
20 | 1% | 7% | 8%[57.4 µM] | 0.5%

# Next part.
no. | SMILES | USP1 inh | Vif-A3G inh | TrxR1 inh | IDH1 R132H inh | TrxR1 substrate
21 | CCCCN1C(=O)C(CC(=O)NC2CC2)CC(C(=O)N(CC)CC)=C1C (configuration not stated) | 1% | 1% | nt | -1% | nt
22 | CCOCCOc1nc2c(c(=O)n(C)c(=O)n2C)n1CCc1ccccc1 | -24% | 2% | 4% | 1% | -2%
23 | CC(=O)c1ccc(NC(=O)c2ccc(-c3nc(COc4ccc(C)cc4)c(C)o3)cc2)cc1 | 7% | 0% | 22% | -4% | 5%
24 | CCc1cccc(CC)c1NC(=O)CN1CC(C)SC1=NC1CCCCC1 (configuration not stated) | -9% | -6% | -7% | 5% | 0%
25 | CC(C)c1ccc(Nc2ncnc3onc(-c4ccc(F)cc4)c23)cc1 | ? | -1% | 12% | -4% | 0%
26 | Cc1ccc(C)c(N2CCN(C(=O)c3ccc(NC(=O)c4nsc5ccccc45)cc3)CC2)c1 | -12% | -1% | 24%[57.1 µM] | 3% | 4%[57.1 µM]
27 | N#CCCn1nc(-c2ccc([N+](=O)[O-])cc2)cc1Nc1ccccc1NC(=O)C(F)(F)F | 4% | -10% | 8% | -5% | -6%
28 | Cc1cc(C)cc(Oc2coc3cc(OC(=O)c4cccnc4)ccc3c2=O)c1 | -21% | -2% | -17% | -3% | 2%
29 | Cc1nn(CC(=O)NC(C)C(C)C)c(C)c1S(=O)(=O)N1CCCCC1 (configuration not stated) | 1% | 1% | -7% | -1% | -9%
30 | Cc1ccc(C(C)NC(=O)c2cc3ccccc3oc2=O)cc1C (configuration not stated) | -3% | 8% | 48%[activator] | 6% | 10%

no. | Vif-A3F inh | RGS4 inhibitor | ALOX12 inh | RXFP1 agonist
21 | 0% | nt | 16% | nt
22 | 11% | -17%[11.4 µM] | -13% | 3.9%
23 | 0% | 15% | 5% | 0.1%
24 | -3% | -25% | -10% | -0.7%
25 | -6% | 20% | -5% | -1.9%
26 | -1% | -6% | -19% | 3.1%
27 | -14% | -24% | -22% | 1.3%
28 | 7% | -3% | 6% | 1.2%
29 | -2% | 18% | ? | -0.4%
30 | 1% | 21% | -7% | 0.0%

# Carrying on:
no. | SMILES | USP1 inh | Vif-A3G inh | TrxR1 inh | IDH1 R132H inh | TrxR1 substrate
31 | COCCCNC(=O)CCc1c(C)nc2nc(-c3cc(OC)cc(OC)c3)nn2c1C | -17% | 1% | 14% | -10% | 2%
32 | O=C(Nc1nccs1)c1cc2sccc2n1Cc1ccc(F)cc1 | -2% | 0% | 24%[57.1 µM] | 0% | 9%[57.1 µM]
33 | COc1cccc(/C=C2\Oc3cc(OCC(=O)N4Cc5ccccc5C[C@H]4C(=O)O)ccc3C2=O)c1 | ? | 0% | ? | -19% | -16%
34 | COc1cc(/C=C2\Oc3cc(O)ccc3C2=O)ccc1O | 28µM* | -10% | 3%[57.1 µM] | 0% | 2%[57.1 µM]
35 | Cc1ccc(/C=C/C(=O)O)cc1S(=O)(=O)NCc1ccco1 | -26% | 1% | -2% | -9% | -3%
36 | O=C(Cn1cc2c(n1)CCCC2)NC1CCN(Cc2ccccc2)CC1 | -11% | 0% | 4%[57.1 µM] | -2% | 3%[57.1 µM]
37 | Cc1ccnc(NC(=O)CCC(=O)N(CC(=O)NCCc2ccccc2)Cc2cccs2)c1 | -18% | 0% | 21% | 4% | 5%
38 | CCCc1cc(C(=O)Cc2ccc(C(=O)OCC)o2)c(O)cc1O | -5% | -6% | ? | 10% | -6%[57.1 µM]

no. | Vif-A3F inh | RGS4 inhibitor | ALOX12 inh | RXFP1 agonist
31 | 0% | -2% | -14% | 2.5%
32 | -7% | 23% | 20% | 2.6%
33 | -1% | ? | nt | -0.5%
34 | ? | 15% | ? | 16%
35 | -1% | 1% | -12% | -0.4%
36 | -15% | 7% | 15%[57.4 µM] | -0.7%
37 | 4% | -1% | -7% | -0.1%
38 | -5% | -21% | ? | 0.2%
